# BLM inh: blocks DNA unwinding by human BLM helicase | P54132 | recombinant BLM DNA unwinding, fluorescence dequenching | Potency, µM (titrated, usually from 56.1 µM), for the others: top-dose activity change, negative = inhibition, hits mostly inhibitors | actives 0.2% (n = 350,000);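 also: plate controls were vehicle for no effect and no enzyme for full effect; nearly all actives have a fitted effect of over 35% in size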
# G9a inh: G9a (human) methyltransferase inhibition | Q96KQ7 | G9a H3K9 monomethylation, AlphaScreen, 2 h | Potency, µM (series often up to 102 µM), for the others: at the highest dose activity, negative = inhibition, actives largely listed as inhibitors | actives 8.8% (n = 350,000); also: % is scaled to controls: 0 for no effect and ±100 for the full control effect; nearly all actives have a fitted effect of over 75% in size
#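 Chemiluminescent proximity detection of H3K9 monomethylation, read after 10 min bead incubation in the dark. Reaction: 20 nM G9a, 500 nM biotin-H3K9 peptide, 20 uM SAM cofactor, 2 h, room temperature, following 15 min enzyme-compound preincubation.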
# Pol kappa inh: blocks human DNA polymerase kappa activity; Q9UBT6; purified Pol kappa, fluorescent DNA synthesis assay, 10 min; Potency, µM (doses to about 107 µM), for inactives: at the top dose activity, negative = inhibition, actives largely listed as inhibitors; actives 0.53% (n = 400,000); also: % is scaled to controls: 0 for no effect and ±100 for the full control effect
# Target sequence (Q9UBT6 whole entry, looked up): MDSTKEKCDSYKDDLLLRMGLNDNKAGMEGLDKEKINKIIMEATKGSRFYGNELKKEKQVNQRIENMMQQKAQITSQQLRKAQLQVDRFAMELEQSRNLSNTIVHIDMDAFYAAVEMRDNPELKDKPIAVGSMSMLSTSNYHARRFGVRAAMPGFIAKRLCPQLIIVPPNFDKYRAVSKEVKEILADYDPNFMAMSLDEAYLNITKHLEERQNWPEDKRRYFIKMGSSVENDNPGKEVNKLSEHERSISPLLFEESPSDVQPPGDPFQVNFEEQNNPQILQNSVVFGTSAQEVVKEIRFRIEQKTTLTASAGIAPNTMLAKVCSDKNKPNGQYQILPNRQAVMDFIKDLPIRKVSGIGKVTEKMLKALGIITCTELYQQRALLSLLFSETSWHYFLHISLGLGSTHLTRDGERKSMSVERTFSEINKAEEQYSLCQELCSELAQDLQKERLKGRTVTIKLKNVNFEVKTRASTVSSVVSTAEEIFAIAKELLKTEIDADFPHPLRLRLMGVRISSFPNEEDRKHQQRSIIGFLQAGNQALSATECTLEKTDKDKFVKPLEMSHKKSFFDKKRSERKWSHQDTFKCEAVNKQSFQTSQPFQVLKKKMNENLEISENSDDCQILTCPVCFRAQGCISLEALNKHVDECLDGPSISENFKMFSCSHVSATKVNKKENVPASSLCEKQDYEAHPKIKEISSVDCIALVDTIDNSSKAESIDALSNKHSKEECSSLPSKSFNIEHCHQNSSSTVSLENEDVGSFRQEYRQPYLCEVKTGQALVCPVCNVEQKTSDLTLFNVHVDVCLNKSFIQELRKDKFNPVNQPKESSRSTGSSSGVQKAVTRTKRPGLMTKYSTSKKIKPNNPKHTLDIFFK
#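 Inhibition of 10 nM Pol kappa is measured by a fluorescent read-out at 0 and 10 min following addition of 50 nM substrate (final), with a 15-min room-temperature compound preincubation.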
# APEX1 inh: inhibitors of human APE1 endonuclease | P27695 | recombinant APE1, TAMRA/BHQ-2 abasic DNA cleavage fluorescence | Potency, µM (highest dose often 65.8 µM), for the others: at the highest dose activity change, negative = inhibition, actives largely listed as inhibitors | actives 0.35% (n = 350,000) | AID 2517;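 also: plate controls were vehicle for no effect and reference inhibitor for full effect; nearly all actives have a fitted effect of over 55% in size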
#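 Measures dequenching upon AP-site incision of a 5'-TAMRA/3'-BHQ-2 THF-containing duplex, 50 nM; human APE1 0.75 nM after 15 min room-temperature exposure to compound; kinetic three-point read at one-minute spacing.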
# Pol iota inh: inhibitors of human DNA polymerase iota. Potency, µM (highest dose often 115 µM), for inactives: top-dose activity, negative = inhibition, most hits filed as inhibitors. AID 588590. Q9UNA4. Pol iota fluorescent replication assay, 10 min. actives 1% (n = 390,000)
#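 Pol iota at 10 nM preincubated 15 min with compounds at room temperature; reaction started with fluorescent substrate, 50 nM final. Fluorescence read kinetically at 0 and 10 min; buffer-only wells as negative control.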
# An asterisk follows results filed as active; u = inconclusive; x = no result given; [ ] = dose if it differs, or a comment. Calls follow the shape of the dose curve; as a rule, active = well fitted curve in the direction sought with a large enough effect; inconclusive = small, poorly fitted or top-dose-only effect, or another doubt; inactive = no such curve, though single readings can be large; an effect the other way counts as inactive or inconclusive. Potency is read from the fitted curve at half-maximal effect. Some of the compounds tested; the hit share may differ from the screen's.
(1) C=CCn1c(=O)n([C@@H]2O[C@H](CO)[C@@H](O)[C@H]2O)c2nc(N)[nH]c(=O)c21
(2) C/C=C/C1=C(C(=O)O)N2C(=O)[C@@H](NC(=O)[C@H](N)c3ccc(O)cc3)[C@H]2SC1
(3) CN=C(NC#N)Nc1ccc(C2=NNC(=O)C[C@@H]2C)cc1
(4) COc1cc(N)c(Cl)cc1C(=O)N[C@H]1CCN(CCCOc2ccc(F)cc2)C[C@@H]1OC
(5) COc1nccc(-c2c(-c3ccc(F)cc3)ncn2C2CCC(O)CC2)n1 (configuration not stated)
(6) CC1O[C@@H](O[C@H]2C(Oc3cc(O)c4c(=O)cc(-c5ccc(O)cc5)oc4c3)OC(CO)C(O)C2O)C(O)C(O)C1O (some centres not stated)

compound no.,1,2,3,4,5,6
BLM inh,x,x,6%,5%,3%,21%
G9a inh,x,x,x,x,x,x
Pol kappa inh,x,x,x,-8%[19.4 µM],-8%[19.4 µM],-8%[60.1 µM]
APEX1 inh,-1%,1%,-9%,-5%,u,-8%
Pol iota inh,x,x,x,x,x,x

(7) NC(CC(=O)Nc1ccc(Oc2cc(F)c(F)cc2Br)cc1)C(=O)O (configuration not stated)
(8) CCCN1CCCC(c2cccc(S(C)(=O)=O)c2)C1 (configuration not stated)
(9) COc1c(O)cc2c(c1O)C1OC(CO)C(O)[C@H](O)[C@H]1OC2=O (some centres not stated)
(10) CCN(CC)CCNC(C(=O)OCCC(C)C)c1ccccc1 (configuration not stated)
(11) C=CCN1CC(C(=O)N(CCCN(C)C)C(=O)NCC)CC2c3cccc4[nH]cc(c34)CC21 (configuration not stated)
(12) CCN(CC)C(=O)Nc1ccc(OC[C@H](O)CNC(C)(C)C)c(C(C)=O)c1

compound no.,7,8,9,10,11,12
BLM inh,2%,1%,4%,-7%,0%,-1%
G9a inh,x,x,x,u,9%[12.7 µM],-45%[12.7 µM]
Pol kappa inh,-4%[60.1 µM],-16%[60.1 µM],-4%[60.1 µM],2%[60.1 µM],0%[19.4 µM],3%[19.4 µM]
APEX1 inh,-2%,u,16%,x,x,x
Pol iota inh,x,x,x,x,x,x

(13) CCNC(=O)NCc1cccc(Cl)c1
(14) C=CCn1c(=O)n(C2OC(CO)C(O)C2O)c2nc(N)[nH]c(=O)c21 (configuration not stated)
(15) CC(=O)OCC(=O)[C@@]1(O)CC[C@@H]2[C@H]3CCC4=CC(=O)C=C[C@]4(C)[C@]3(F)[C@@H](O)C[C@@]21C
(16) CC(C)COC(=O)c1ccc(N)cc1
(17) CCOC(=O)[C@H](CCc1ccccc1)N[C@H]1CS[C@H](c2cccs2)CN(CC(=O)O)C1=O
(18) CC=CC1=C(C(=O)O)N2C(=O)[C@H](NC(=O)[C@H](N)c3ccc(O)cc3)[C@@H]2SC1

compound no.,13,14,15,16,17,18
BLM inh,1%,-3%,4%[21.4 µM],1%,-1%,-6%
G9a inh,-6%[12.7 µM],-25%[12.7 µM],21%[21.5 µM],32%[59 µM],-27%[12.7 µM],u
Pol kappa inh,2%[19.4 µM],14%[60.1 µM],1%[19.4 µM],5%[60.1 µM],7%[19.4 µM],-2%[19.4 µM]
APEX1 inh,x,x,x,x,x,x
Pol iota inh,x,x,x,x,x,x

# Part of the list above in order of SMILES length, rising:
(13) CCNC(=O)NCc1cccc(Cl)c1
(16) CC(C)COC(=O)c1ccc(N)cc1
(12) CCN(CC)C(=O)Nc1ccc(OC[C@H](O)CNC(C)(C)C)c(C(C)=O)c1
(11) C=CCN1CC(C(=O)N(CCCN(C)C)C(=O)NCC)CC2c3cccc4[nH]cc(c34)CC21 (configuration not stated)
(17) CCOC(=O)[C@H](CCc1ccccc1)N[C@H]1CS[C@H](c2cccs2)CN(CC(=O)O)C1=O
(18) CC=CC1=C(C(=O)O)N2C(=O)[C@H](NC(=O)[C@H](N)c3ccc(O)cc3)[C@@H]2SC1

compound no.,13,16,12,11,17,18
BLM inh,1%,1%,-1%,0%,-1%,-6%
G9a inh,-6%[12.7 µM],32%[59 µM],-45%[12.7 µM],9%[12.7 µM],-27%[12.7 µM],u
Pol kappa inh,2%[19.4 µM],5%[60.1 µM],3%[19.4 µM],0%[19.4 µM],7%[19.4 µM],-2%[19.4 µM]
APEX1 inh,x,x,x,x,x,x
Pol iota inh,x,x,x,x,x,x

# At a glance, some entries already given:
(8) CCCN1CCCC(c2cccc(S(C)(=O)=O)c2)C1 (configuration not stated)
(9) COc1c(O)cc2c(c1O)C1OC(CO)C(O)[C@H](O)[C@H]1OC2=O (some centres not stated)

compound no.,8,9
BLM inh,1%,4%
G9a inh,x,x
Pol kappa inh,-16%[60.1 µM],-4%[60.1 µM]
APEX1 inh,u,16%
Pol iota inh,x,x

# More entries.
(19) Cc1c(Cn2ccnc2)c2ccccc2n1CCC(=O)O
(20) COc1ccc(-c2cc(=S)ss2)cc1
(21) C[C@@H](C(=O)O)c1ccc(C(=O)c2cccs2)cc1
(22) Cc1ccc(S(=O)(=O)NC(=O)NC2CCCCC2)cc1
(23) CN1CCO[C@H](c2ccccc2)c2ccccc2C1
(24) CN[C@H]1[C@@H](O)[C@@H](NC)[C@@H]2O[C@@]3(O)C(=O)C[C@@H](C)O[C@H]3O[C@H]2[C@H]1O

compound no.,19,20,21,22,23,24
BLM inh,-1%,-4%,5%[21.4 µM],-9%,-10%[21.4 µM],5%[21.4 µM]
G9a inh,1%[12.7 µM],u,20%[21.5 µM],5%[12.7 µM],26%[21.5 µM],32%[21.5 µM]
Pol kappa inh,0%[19.4 µM],2%[19.4 µM],-5%[19.4 µM],9%[19.4 µM],-3%[19.4 µM],-1%[19.4 µM]
APEX1 inh,x,x,x,x,x,x
Pol iota inh,x,x,x,x,x,x

(25) C[C@H](O)CN(C)C
(26) CCCOC(=O)c1ccc(N)cc1
(27) CCCC[C@H](O)c1ccccc1
(28) C[C@H](N[C@@H](C)COc1ccccc1)[C@H](O)c1ccc(O)cc1
(29) O=c1cc(O)c(Cl)c[nH]1
(30) O=C(c1ccccc1)c1ccc2n1CC[C@H]2C(=O)O
(31) CCCCN(CCCC)CC(O)c1cc(Cl)cc2c1-c1ccc(Cl)cc1C2=Cc1ccc(Cl)cc1 (configuration not stated)

compound no.,25,26,27,28,29,30,31
BLM inh,-7%,0%,2%,6%[21.4 µM],-9%,-2%[21.4 µM],x
G9a inh,-2%[12.7 µM],8%[12.7 µM],-18%[12.7 µM],24%[21.5 µM],u,16%[21.5 µM],x
Pol kappa inh,-1%[19.4 µM],-1%[19.4 µM],3%[19.4 µM],-6%[19.4 µM],8%[19.4 µM],1%[19.4 µM],-2%
APEX1 inh,x,x,x,x,x,x,x
Pol iota inh,x,x,x,x,x,x,9%

# Screening data (PubChem)
